# Assay outcomes from PubChem BioAssay.
# NR2E3 ag-1 – inhibitors of NR2E3-RetCOR corepressor binding, primary screen, NR2E3 agonist project, biochemical, TR-FRET, GST-NR2E3, biotin-RetCOR; AID 2300, 2010; inhibition of corepressor binding, % at 4.78 µM; Photoreceptor-specific nuclear receptor (Homo sapiens), Q9Y5X4; hit rate 0.12% among 320,000; 1536-well;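 active = percent inhibition above the cutoff of mean plus 3 SD of all tested compounds, set per screening campaign, cut at about 20% in these data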;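 also: 0% = DMSO wells and 100% = biotin wells as full block of FRET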
# Target sequence (Q9Y5X4 whole entry, looked up): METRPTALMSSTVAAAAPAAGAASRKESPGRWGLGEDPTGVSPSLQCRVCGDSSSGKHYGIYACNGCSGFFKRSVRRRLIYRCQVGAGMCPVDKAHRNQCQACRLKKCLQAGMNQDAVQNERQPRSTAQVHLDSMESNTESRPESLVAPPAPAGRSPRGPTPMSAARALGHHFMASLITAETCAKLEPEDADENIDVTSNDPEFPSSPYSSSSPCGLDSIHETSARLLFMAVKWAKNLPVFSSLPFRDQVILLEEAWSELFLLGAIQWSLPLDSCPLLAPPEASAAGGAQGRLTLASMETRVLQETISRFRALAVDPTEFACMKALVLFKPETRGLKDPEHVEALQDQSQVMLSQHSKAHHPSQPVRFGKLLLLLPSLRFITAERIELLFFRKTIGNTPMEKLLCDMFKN
#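 Format: 1536-well format; test system: GST-NR2E3 and biotin-RetCOR proteins; read-out basis: percent inhibition of TR-FRET ratio; timing: 5 h incubation at 4 °C; detection: time-resolved FRET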
# iPSC survival up – enhancers of single-cell hiPSC survival, primary screen, ATPlite luminescence. survival enhancement, % at 20 µM. 100% = ROCK inhibitor wells, 0% = DMSO. hit rate 0.044% among 360,000. AID 602274, 2012; in the data active = survival enhancement above about 18%;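 also: cells exposed to compounds for 16 hours before the ATP read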
# aDG glyco act – activators of alpha-DG glycosylation, primary screen, uHTS, Pro5-aDG cells, AlphaScreen | alpha-DG glycosylation AlphaScreen (IIH6); 0% Pro5, 100% B10-LARGE cell signal | activation, % at 10 µM | hit rate 0.22% among 360,000 | AID 624168, 2012;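 active = activation of at least 8% versus controls, or a plate z-score of at least 8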;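 also: Pro5 are CHO cells carrying HIG-tagged alpha-DG that lacks glycosylation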
# TWEAK Fn14 block – inhibitors of TWEAK-Fn14 signaling, primary screen, luciferase reporter cells, uHTS; AID 1159606, 2016; inhibition, % at 10 µM; TWEAK-stimulated Fn14 reporter cells, luciferase luminescence, 8 h; hit rate 2% among 360,000; in the data active = inhibition above about 50%
# KKLEB cytotox – cytotoxicity in KKLEB CF airway cells, primary screen, cytotoxicity control for CF NF-kB inhibitor project, cell-based, uHTS, fluorescence assay plates; KKLEB CF airway cells viability, ATPlite luminescence, overnight; active compounds read low; cells stimulated with P. aeruginosa culture filtrate; activity change (cytotoxicity), % at 5 µM; hit rate 0.36% among 360,000; AID 602141, 2011;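 active = corrected activity change at or below -50% at 5 µM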
# Shn3 3UTR inh – reduction of Shn3 3'UTR firefly luciferase signal, primary screen, Schnurri-3 inhibitor project, cell-based, Clone20 osteoblasts, set 2; Clone20 osteoblast Shn3 3'UTR firefly luciferase, 24 h; inhibition, % at 12.5 µM; hit rate 0.52% among 360,000; AID 588674, 2011;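 active = mean inhibition of at least 75% with every replicate also reaching 75%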;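 also: 0% = median of neutral control wells and 100% = pilot-screen positive control compound; some compounds past the cut are filed as inactive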
# NR2E3 ag-2 – NR2E3 agonists in two-hybrid cells, primary screen, cell-based, luminescence, CHO-S, Gal4-NCOR/VP16-NR2E3; luciferase; hit rate 0.35% among 360,000; Photoreceptor-specific nuclear receptor (Homo sapiens), Q9Y5X4; AID 602229, 2012; inhibition of corepressor binding, % at 3.98 µM;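 active = inhibition above the mean of all tested compounds plus 3 SD, cut at about 70% in these data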;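 also: 0% = DMSO with NR2E3 transfected cells and 100% = cells lacking NR2E3 construct; higher means lower luciferase signal from less NR2E3 corepressor binding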
# Peg3 prom inh – Peg3 promoter-driven luciferase inhibitors, primary screen, cell-based, HeLa, luciferase luminescence; HeLa PEG-Prom luciferase reporter, overnight; inhibition, % at 20 µM; hit rate 1.7% among 360,000;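 active = inhibition of at least 50% at 20 µM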
# CF NFkB block – inhibitors of PAF-induced NF-kB signaling, primary screen, cell-based, GFP fluorescence, uHTS; hit rate 0.86% among 360,000; inhibition, % at 5 µM; KKLEB NF-kB-GFP reporter, GFP fluorescence overnight; AID 588850, 2011;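 active = at least 50% inhibition at 5 µM, scaled per plate between neutral and stimulator controls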;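 also: PAF is a Pseudomonas aeruginosa culture filtrate used as stimulus; plate controls were PAF-stimulated DMSO wells for no effect and unstimulated DMSO wells for full effect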
# HIF-2a inh – HIF-2a reporter inhibitors, primary screen, luminescence, 786-0 RCC cells. 786-0 RCC cells HIF-2a reporter, luciferase luminescence, overnight. inhibition, % at 18.8 µM. hit rate 0.72% among 360,000. AID 624352, 2012;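 active = inhibition of the luminescence signal of 40% or more relative to plate controls, in a single-dose primary screen at 18.75 µM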
# MITF TRPM1 inh – inhibitors of MITF-dependent TRPM1 promoter reporter, primary screen, cell-based, SK-MEL-5, single point, luciferase | SK-MEL-5 TRPM1 promoter luciferase, 24 h | inhibition, % at 12.5 µM | hit rate 0.83% among 330,000 | AID 488899, 2010;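 active = mean inhibition across replicates of 60% or more, whatever share of single replicates reaches that level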; also: values of inactives mirror those of a sister screen read the other way
# * = called active by the depositor; · = not tested or not shown. The order is random; about 4.4% have a hit in one of these screens.
SMILES,NR2E3 ag-1,iPSC survival up,aDG glyco act,TWEAK Fn14 block,KKLEB cytotox,Shn3 3UTR inh,NR2E3 ag-2,Peg3 prom inh,CF NFkB block,HIF-2a inh,MITF TRPM1 inh
Cc1noc(C)c1CSc1nnc2scc(-c3ccc(Cl)cc3)n12,-2,3.0,0.7,-23,3,-4,-15,6,-4,9,1
Cc1ccc(CNC(=O)CCC(=O)Nc2nnc(C3CCCCC3)s2)cc1,-1,0.8,-0.1,-2,-5,15,-9,8,-2,12,-1
CC(C)OC(=O)CSc1nnc(-c2ccc([N+](=O)[O-])cc2)o1,6,-0.5,0.0,8,-8,-15,1,-7,10,12,-7
CC1CCCCC12NC(=O)N(CC(=O)NCc1ccco1)C2=O (stereo not drawn),0,-0.5,0.3,3,3,-3,-8,4,12,6,2
COc1ccccc1NC(=O)CSc1ccc(-c2cccs2)nn1,3,0.5,0.6,53*,0,4,-2,-19,18,-6,0
COCCNC(=O)c1onc(CSc2cc(C)ccc2C)c1C(=O)O,0,-2.5,0.1,2,12,4,3,-8,-22,6,-14
C=CCc1cccc2cc(C(=O)N(CC)CC)c(=O)oc12,1,11,-0.2,-6,-4,9,-6,9,-3,11,7
COc1ccc(NC(=O)C2CCCN2C(=O)Nc2ccc(OC)cc2)cc1 (stereo not drawn),·,-0.4,-0.1,13,1,9,4,1,-3,14,0
COc1cc(/C=C/C(=O)O)cc(Br)c1O,-3,1.4,0.0,0,8,11,-20,-7,-13,12,11
CCOC(=O)c1cc(CC)sc1NC(=O)C1CC1,-1,0.7,0.1,-1,0,2,-3,16,-22,-8,-3
Cc1ccccc1-n1c(=O)[nH]c(=O)c2c(N)c(C(=O)c3ccc(Cl)cc3)sc21,-4,2.5,0.4,19,-10,-16,13,28,12,26,19
CN(C)S(=O)(=O)c1ccc(C(=O)NCCN=C2NS(=O)(=O)c3ccccc32)cc1,0,0.4,0.1,30,1,-12,-3,2,29,8,-6
CCOc1ccc(-c2nnn(CCC(=O)O)n2)cc1OC,2,0.5,-0.1,12,10,-5,-3,5,-1,15,-1
CN(CC(=O)NCCc1ccc(Cl)cc1)S(=O)(=O)c1ccc2c(c1)c(=O)n(C)c(=O)n2C,4,-2.2,0.1,30,6,-3,6,25,15,17,·
CCCC(c1nnnn1CS(=O)(=O)c1ccc(C)cc1)N1CCN(c2ccccc2)CC1 (stereo not drawn),1,-2.0,0.2,3,-7,17,-24,8,22,11,20
CC(C)CC(NC(=O)C1CCC(C)CC1)C(=O)Nc1ccccc1F (stereo not drawn),0,-0.5,0.5,33,-8,-1,-41,3,-9,7,1
Cn1nccc1-c1ccc(C(=O)Nc2cccc(NS(C)(=O)=O)c2)c2occc12,·,-1.0,-0.2,18,0,-26,-51,-110,1,-136,·
CCN1CCN(C(=O)CCn2c(=O)c3cccn3c3cccnc32)CC1,-3,-0.5,-0.5,-4,10,-8,-10,-5,-9,4,-5
CC(NC(=O)Cn1cnc2c1c(=O)n(C)c(=O)n2C)c1ccccc1 (stereo not drawn),-1,-3.0,0.0,15,-4,12,-4,-9,4,19,10
CCc1ccc(NC(=O)Nc2ccsc2C(=O)OC)cc1,1,-0.5,-0.1,53*,0,-77,-86,-168,-8,-110,-32
CCCc1c(-c2cccc(Cl)c2)ncn1Cc1ccccc1OC,·,1.0,0.3,18,·,·,-8,·,·,0,·
Cc1c(C(=O)NCc2cccnc2)oc2ccc(S(=O)(=O)N3CCCC(C)C3)cc12 (stereo not drawn),-2,-2.0,0.2,23,1,32,23,27,-6,30,17
CC(C)Cn1c(CCC(N)=O)nnc1SC(C)C(=O)Nc1ccc2c(c1)OCO2 (stereo not drawn),7,-0.5,0.1,0,-6,-2,20,-3,-16,-2,4
Cc1csc2c(NCCCN3CCOCC3)ncnc12,2,-0.3,0.0,12,4,21,4,8,2,8,13
O=C1c2ccccc2C(=O)N1CCSc1ncn[nH]1,0,9.6,0.2,-2,-5,5,-1,-1,11,-3,0
Cc1cc2oc(C(=O)NCCc3ccc(S(N)(=O)=O)cc3)cc(=O)c2cc1C,1,-0.5,0.1,-5,1,2,-18,15,-6,12,10
O=C1Nc2ccc(Br)cc2/C1=C/C(=O)c1ccc2c(c1)OCO2,3,3.2,-0.2,-16,-10,97*,-84,53*,37,45*,66*
Cc1cccc(NC(=O)c2ccc3c(=O)n4c(nc3c2)CCCCC4)n1,-1,-0.3,0.8,57*,-10,-35,-65,-95,2,-94,-2
COC(=O)c1sc2cnccc2c1N,2,0.9,-0.2,26,-9,-18,-17,2,37,-1,-5
COc1ccc(CCC(=O)Nc2cccc(S(=O)(=O)N3CCOCC3)c2)cc1OC,·,3.6,0.0,-21,-17,16,9,27,-2,12,5
O=c1cc(C(F)(F)F)oc2c1ccc1ccccc12,0,-0.9,-0.1,6,-6,-3,-36,11,-6,15,-12
O=C(CCCn1c(=O)[nH]c2ccc(Br)cc2c1=O)NCc1ccc(Cl)cc1,-3,1.0,0.0,2,-4,0,-9,-3,10,9,14
Cn1c(-c2ccccc2)c(C(=O)CCl)c2ccccc21,·,-3.1,3.3,37,-86*,60,48,55*,98*,28,92*
CCc1c(C)nc2ncnn2c1Nc1ccc(C#N)c(Cl)c1,3,-1.0,0.7,0,-9,-21,0,14,-13,17,6
CN(C)CCNC(=O)c1cccc(-c2cnc3c(NC=O)cc(-c4ccc(F)cc4)cn23)c1,·,-4.8,1.3,-31,-5,-4,6,40,-9,23,·
COc1ccc2[nH]c3nc(SCC(=O)Nc4ccc5c(c4)OCO5)nnc3c2c1,-4,-2.4,-0.1,-22,-21,24,-16,25,31,30,15
CCNS(=O)(=O)c1ccc(CCC(=O)NCc2cccnc2)cc1,1,0.0,-0.1,9,-7,-35,-9,13,0,16,6
CCOC(=O)C1=C(C)N=C2SC(CC)C(=O)N2C1c1cccc(F)c1 (stereo not drawn),0,-2.1,-0.3,7,-4,13,7,8,-2,13,8
O=C(OCc1ccccc1)C1CCCN1C(=O)c1ccccc1[N+](=O)[O-] (stereo not drawn),3,5.1,0.0,12,1,-6,3,-5,-6,-9,-5
O=C(/C=C/c1ccccc1)N1c2ccccc2Sc2ccc(C(F)(F)F)cc21,2,0.5,-0.4,3,9,-20,0,17,-7,16,9
COC(=O)c1ccccc1NC(=O)C/C(C)=N/NC(=O)CC#N,1,-0.3,0.2,9,-4,-8,-2,1,-5,19,0
Cc1cc(C)cc(OCC(=O)Nc2ccc3c(c2)OCCO3)c1,4,1.3,0.0,-9,5,-2,17,-54,0,-118,-2
CC(=O)Nc1cccc(OCCCNC(=O)c2ccc(F)cc2)c1,-3,0.3,-0.2,-7,0,-55,-31,-16,-9,-21,-13
Cc1ccc(-c2nnc(COc3cccc(-n4cnnn4)c3)o2)cc1,0,-1.4,3.9,-16,6,-19,-20,-33,-2,-38,-7
COc1cc(C(O)P(=O)(OCC(C)C)OCC(C)C)cc(OC)c1OC (stereo not drawn),-2,-1.9,0.3,-18,-11,-9,6,0,16,10,1
O=C(O)c1ccc(Nc2nc3ccccc3nc2NS(=O)(=O)c2cccs2)cc1,2,-0.5,-0.4,-2,6,-29,-12,8,-7,-2,-12
COc1cc(C2=NOC(C(=O)Nc3cccnc3)C2)cc(OC)c1OC (stereo not drawn),2,-0.3,0.3,4,4,-12,5,16,2,19,12
CC(=O)c1c(C)[nH]c(C(=O)Nc2cccc(S(=O)(=O)N3CCCCC3)c2)c1C,-6,-0.5,-0.2,12,1,-1,-45,-8,-85,-62,15
O=C(Cn1ccc(=O)[nH]c1=O)NCCO,-1,0.4,0.0,-8,-8,-23,-20,15,7,9,9
CCc1ccc(NC(=O)CNC(=O)c2cn(-c3ccccc3OC)c(=O)c3ccccc23)cc1,2,0.7,-0.2,2,14,2,8,3,-3,22,4
# (next part)
SMILES,NR2E3 ag-1,iPSC survival up,aDG glyco act,TWEAK Fn14 block,KKLEB cytotox,Shn3 3UTR inh,NR2E3 ag-2,Peg3 prom inh,CF NFkB block,HIF-2a inh,MITF TRPM1 inh
CCOc1ccc(/C=N/n2c(C3CCCCC3)n[nH]c2=S)cc1,-2,-0.1,-0.1,-32,6,7,-1,4,27,0,5
O=C(C1CC1)N1CCN(c2ccc(F)cc2)CC1,2,0.8,-0.1,14,14,16,-25,-4,10,-4,0
Cc1nn(C)c2ncc(C(N)=O)c(Oc3ccc(Cl)cc3)c12,1,0.9,0.0,9,0,·,-15,24,20,25,·
Cc1ccnc(SCC(=O)N2CCN(c3ccccc3)CC2)n1,1,-1.3,0.0,-1,-2,14,1,-7,2,1,-1
CC[C@H](C)[C@H](NC(N)=O)C(=O)Nc1ccc(C)cc1,0,1.0,0.1,-15,-3,-21,3,12,13,9,6
CCOC(=O)C1(CCCc2ccccc2)CCN(C(=O)c2cnc(C)cn2)CC1,1,-1.4,0.2,-8,12,5,14,2,-1,-3,-4
CC(C)Oc1ccc(C(=O)Nc2ccc([N+](=O)[O-])cc2)cc1,4,0.8,0.2,6,19,-11,-100,-227,-32,-286,-36
CC(=O)Nc1ccccc1OCC(=O)NCCC1=CCCCC1,0,0.0,0.4,8,1,3,-6,4,-4,-6,16
O=C(N/N=C1\CCCc2ccccc21)c1cccc([N+](=O)[O-])c1,2,0.1,-0.1,-9,-11,5,-2,-44,0,-89,-10

# In the list so far, 2 contain a CF3 group.
SMILES,NR2E3 ag-1,iPSC survival up,aDG glyco act,TWEAK Fn14 block,KKLEB cytotox,Shn3 3UTR inh,NR2E3 ag-2,Peg3 prom inh,CF NFkB block,HIF-2a inh,MITF TRPM1 inh
O=c1cc(C(F)(F)F)oc2c1ccc1ccccc12,0,-0.9,-0.1,6,-6,-3,-36,11,-6,15,-12
O=C(/C=C/c1ccccc1)N1c2ccccc2Sc2ccc(C(F)(F)F)cc21,2,0.5,-0.4,3,9,-20,0,17,-7,16,9

# Single records (already shown). Values in the order: NR2E3 ag-1	iPSC survival up	aDG glyco act	TWEAK Fn14 block	KKLEB cytotox	Shn3 3UTR inh	NR2E3 ag-2	Peg3 prom inh	CF NFkB block	HIF-2a inh	MITF TRPM1 inh
# `CC1CCCCC12NC(=O)N(CC(=O)NCc1ccco1)C2=O` (stereo not drawn) across the screens: 0	-0.5	0.3	3	3	-3	-8	4	12	6	2
# `CCOC(=O)c1cc(CC)sc1NC(=O)C1CC1` across the screens: -1	0.7	0.1	-1	0	2	-3	16	-22	-8	-3
